Pol kappa inh: qHTS for Inhibitors of Polymerase Kappa. DNA polymerase kappa (Homo sapiens), Q9UBT6. purified Pol kappa, fluorescent DNA synthesis assay, 10 min. Potency, µM (doses to about 107 µM), inactives show at the highest dose activity, negative = inhibition, hits mostly inhibitors. 400,000 tested, 0.53% active. AID 588579, 2011; also: % is scaled to controls: 0 for no effect and ±100 for the full control effect
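Activity was followed as the change in fluorescence between reads at 0 and 10 min after starting the reaction with 50 nM substrate. Beforehand, 10 nM polymerase had been preincubated with compound for 15 min at room temperature.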
BAZ2B block: qHTS Assay for Inhibitors of BAZ2B; Bromodomain adjacent to zinc finger domain protein 2B (Homo sapiens), Q9UIF8; AlphaScreen BAZ2B-H3K14Ac peptide displacement; Potency, µM (titrated, usually from 114 µM), inactives show at the top dose activity change, negative = inhibition, usual class: inhibitors; 360,000 tested, 4.4% active; AID 504333, 2011; also: % is scaled to controls: 0 for no effect and ±100 for the full control effect; nearly all actives have a fitted effect of over 60% in size
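AlphaScreen luminescence quantifies BAZ2B engagement of H3K14Ac peptide; the protein and biotinylated peptide are both at 50 nM final, buffer PBS pH 7.4 with 0.01% Tween-20, all steps at room temperature.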
Pol beta inh: qHTS Assay for Inhibitors of DNA Polymerase Beta | P06746 | Pol beta primer extension/strand displacement, fluorescence kinetic | Potency, µM (series often up to 114 µM), without a hit: at the highest dose activity change, negative = inhibition, most hits filed as inhibitors | 340,000 tested, 1.3% active | AID 485314, 2010; also: % is scaled to controls: 0 for no effect and ±100 for the full control effect
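Pol beta (10 nM) and compounds were preincubated 15 min at room temperature, then 50 nM substrate (final) started primer extension/strand displacement. Reads were taken at 0 and 10 min; concentration-response data were fitted to a four-parameter Hill equation.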
POLI inh: qHTS for Inhibitors of Polymerase Iota; DNA polymerase iota (Homo sapiens), Q9UNA4; Pol iota fluorescent replication assay, 10 min; 390,000 tested, 1% active; AID 588590, 2011; Potency, µM (top dose mostly 115 µM), inactives show at the top dose activity, negative = inhibition, most hits filed as inhibitors
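Fluorescent replication assay read twice, at 0 min and 10 min after adding 50 nM (final) substrate. Enzyme (10 nM) and compounds were first incubated 15 min at room temperature; enzyme-free buffer wells were negative controls.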
APE1 inh: qHTS Assay for Inhibitors of the Human Apurinic/apyrimidinic Endonuclease 1 (APE1). DNA repair nuclease/redox regulator APEX1 (Homo sapiens), P27695. recombinant APE1, TAMRA/BHQ-2 abasic DNA cleavage fluorescence. Potency, µM (titrated, usually from 65.8 µM), without a hit: at the highest dose activity change, negative = inhibition, most hits filed as inhibitors. 350,000 tested, 0.35% active;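 also: plate controls were vehicle for no effect and reference inhibitor for full effect; nearly all actives have a fitted effect of over 55% in size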
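0.75 nM APE1 + cpd, 15 min RT; start w/ 50 nM TAMRA/BHQ-2 THF-abasic dsDNA; kinetic fluor 525/598 nm ×3 reads @60 s; Δ(read3−read1); normalized to DMSO and NSC13755 control wells.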
G9a inh: qHTS Assay for Inhibitors of Histone Lysine Methyltransferase G9a; Histone-lysine N-methyltransferase EHMT2 (Homo sapiens), Q96KQ7; G9a H3K9 monomethylation, AlphaScreen, 2 h; Potency, µM (top dose mostly 102 µM), without a hit: at the top dose activity, negative = inhibition, actives largely listed as inhibitors; 350,000 tested, 8.8% active; also: % is scaled to controls: 0 for no effect and ±100 for the full control effect; nearly all actives have a fitted effect of over 75% in size
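G9a (20 nM) preincubated 15 min RT with compounds, then 500 nM biotinylated H3K9 peptide and 20 uM SAM added; 2 h RT reaction. Monomethyl-H3K9 product detected by AlphaScreen with anti-H3K9me1 antibody, streptavidin donor and anti-rabbit IgG acceptor beads.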
BLM helicase inh: qHTS Assay for Inhibitors of Bloom's syndrome helicase (BLM); RecQ-like DNA helicase BLM (Homo sapiens), P54132; 350,000 tested, 0.2% active; AID 2528, 2010; recombinant BLM DNA unwinding, fluorescence dequenching; Potency, µM (doses to about 56.1 µM), for the others: at the top dose activity change, negative = inhibition, hits mostly inhibitors;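 also: plate controls were vehicle for no effect and no enzyme for full effect; nearly all actives have a fitted effect of over 35% in size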
Pol eta inh: qHTS for Inhibitors of Polymerase Eta; Potency, µM (titrated, usually from 114 µM), for inactives: top-dose activity change, negative = inhibition, usual class: inhibitors; 390,000 tested, 1.2% active; AID 588591, 2011; recombinant Pol eta, fluorescent DNA replication assay; also: % is scaled to controls: 0 for no effect and ±100 for the full control effect
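Fluorescent replication assay: 50 nM final substrate added after a 15 min room-temperature compound preincubation with 10 nM enzyme. Signal taken at 0 min and again at 10 min.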
JMJD2A Tudor: qHTS Assay for Inhibitors of JMJD2A-Tudor Domain | 390,000 tested, 4.4% active | Potency, µM (top dose mostly 114 µM), for inactives: top-dose activity change, negative = inhibition, most hits filed as inhibitors | Lysine-specific demethylase 4A (Homo sapiens), O75164 | AlphaScreen JMJD2A-Tudor / H3K4me3 peptide binding | AID 504339, 2011; also: % is scaled to controls: 0 for no effect and ±100 for the full control effect; nearly all actives have a fitted effect of over 50% in size
An asterisk follows results filed as active; ? = inconclusive; · = no result given; & = joins results of further samples; [ ] = another dose, or the depositor's remark. Calls follow the shape of the dose curve; as a rule, active = well fitted curve in the direction sought with a large enough effect; inconclusive = small, poorly fitted or top-dose-only effect, or another doubt; inactive = no such curve, though single readings can be large; an effect the other way counts as inactive or inconclusive. Potency is read from the fitted curve at half-maximal effect. These rows are one share of the data. The share of hits here may be higher or lower than overall.

SMILES	Pol kappa inh	BAZ2B block	Pol beta inh	POLI inh	APE1 inh	G9a inh	BLM helicase inh	Pol eta inh	JMJD2A Tudor
CCn1c(C)nc([N+](=O)[O-])c1C(=O)O	4.2%	·	-8.3%	83.3%[activator]	-2.1%	?	0.0%	-22.2%	-6.9%
COc1ccc(N2CCN(Cc3nc(N)nc(N4CCCc5ccccc54)n3)CC2)cc1	-13.1%	11.2µM*	2.3%	9.8%	0.1%	44.7µM*	-9.2%	0.9%	50.1µM*
COc1cc(C(CCN2CCCC2)c2c(OC)cc(OC)c3c(C)cc(=O)oc23)cc(OC)c1OC (stereo not given)	2.5%&6.3%	-6.8%	-8.8%	6.0%&-6.2%	2.2%&2.1%	28.7%[59 µM]	21.5%&0.8%	4.6%	-33.1%&-28.9%
CC1CCCCC1NC(=O)COC(=O)c1ccc(S(=O)(=O)N2CCOCC2)cc1 (stereo not given)	8.7%	0.1%	13.3%	-0.6%	-4.3%	-8.7%	-3.2%	-7.5%	-4.6%
Cc1ccc(Cl)c(OCC(=O)NCC(c2cccs2)N2CCOCC2)c1 (stereo not given)	-1.2%	4.4%	·	21.1%	26.6%	17.2%[2.33 µM]	·	-20.4%	-19.9%
CC(=O)N1CCc2cc(S(=O)(=O)N3CCN(c4ccc(C)cc4)C(C)C3)ccc21 (stereo not given)	-6.9%	-3.3%	-0.3%	-5.4%	·	-1.2%[59 µM]	-12.7%	2.0%	-14.7%
CSCC(=O)N1CCCC(CO)(Cc2ccccc2C)C1 (stereo not given)	3.0%	0.7%	4.9%	51.7%[activator]	6.4%	-22.4%	-4.0%	-12.7%	-1.8%
Cc1ccc(NC(=O)CC(N)=S)cc1	-1.5%	-1.3%	14.3%	-0.8%	12.3%	·	-2.3%	-2.7%	8.91µM*
CC1CCCCC12NC(=O)N(CC(=O)Nc1ccc(N3CCOCC3)cc1)C2=O (stereo not given)	1.3%	-5.0%	31.1%	32.2%[activator]	-1.7%	?	-3.0%	-5.9%	-3.4%
COc1cc(OC)c(NC(=O)CCNC(=O)Cn2cnc3ccccc3c2=O)cc1Cl	-1.4%	7.1%	37.4%	?	16.2%	-10.6%[2.33 µM]	-6.9%	-1.0%	-32.8%[11.4 µM]
CN(C)C1(CNC(=O)c2cccc(S(=O)(=O)NCc3ccccc3)c2)CCCCC1	3.4%	8.8%	·	-17.1%	2.3%	-16.9%[59 µM]	·	-7.7%	-6.2%
COCCNc1nc(Cl)c(C#N)s1	-6.3%	-15.9%	-4.7%	-4.7%	-0.5%	-2.9%	0.6%	-5.2%	-8.9%
O=C1CC(c2ccccc2)=C(c2ccccc2)C1	-6.3%	·	·	?	·	·	·	-12.3%	5.5%
CC1CCN(C(=O)C2CCN(S(=O)(=O)c3ccc(-n4cnnn4)cc3)CC2)CC1	3.2%	-0.4%	-10.6%	50.0%[activator]	4.2%	0.7%	-3.9%	-19.3%	-7.2%
CCC12C(=Nc3c(Cl)cccc31)C[C@@H]1CCN3C(=O)CCC[C@H]2[C@H]13 (stereo not given in full)	8.4%&9.0%	·	·	33.2%&2.0%	·	·	·	-16.3%	-6.2%
O=C(NCc1ccco1)c1cnn2c(C(F)(F)F)cc(-c3ccco3)nc12	-1.0%	-0.5%	-1.8%	4.0%	0.0%	?	-1.5%	-10.4%	-9.5%
CCn1c(SCC(=O)NCCc2ccc(F)cc2)nnc1-c1cccs1	-20.5%	9.6%	22.4%	-5.7%	-0.4%	7.4%[0.0925 µM]	1.1%	0.7%	-17.0%
COc1ccc(N(C)S(=O)(=O)c2cccc(C(=O)Nc3nc4ccccc4[nH]3)c2)cc1	-11.6%	-18.7%	-14.3%	166.7%[activator]	0.3%	4.0%	-8.7%	-15.3%	-33.6%
Nc1ccc2nc(-c3cccnc3)[nH]c2c1	-13.4%	-3.0%	-26.0%	173.9%[activator]	-3.5%	4.1%[59 µM]	-20.9%	-19.8%	-5.9%
CC(=O)c1c(C)c(C)c2n1CCn1c(C)ccc1-2	-18.9%	?	30.5%	45.5%[activator]	-4.2%	6.31µM*	-12.5%	-14.2%	?
CCNC1(C(N)=O)CCN(Cc2ccccc2)CC1	-3.4%	·	·	20.1%	·	·	·	-5.3%	-8.4%
CCOc1cc(N2CCOCC2)c(OCC)cc1NC(=O)c1ccc2ncsc2c1	-28.4%	-38.4%	·	?	31.4%	4.1%[12.7 µM]	·	-4.6%	-27.1%
O=C(Cc1cccc2ccccc12)Nc1ccc(Br)cc1C(=O)O	0.5%	-1.2%	0.8%	19.6%	8.8%	?	-6.1%	-3.3%	0.4%
CCNc1ncc2nc(CCc3ccccc3)c(=O)n(-c3ccccc3)c2n1	-15.0%[60.1 µM]	·	·	·	-4.1%	11.3%[12.7 µM]	-8.5%	·	·
CN(C(=O)Nc1ccc(Cl)cc1)n1cnc2ccccc2c1=O	2.5%	-2.9%	15.0%	-4.3%	-0.5%	-3.5%	-2.3%	-19.9%	-0.7%

Continued (three carried over from the part before).
SMILES	Pol kappa inh	BAZ2B block	Pol beta inh	POLI inh	APE1 inh	G9a inh	BLM helicase inh	Pol eta inh	JMJD2A Tudor
O=C(Cc1cccc2ccccc12)Nc1ccc(Br)cc1C(=O)O	0.5%	-1.2%	0.8%	19.6%	8.8%	?	-6.1%	-3.3%	0.4%
CCNc1ncc2nc(CCc3ccccc3)c(=O)n(-c3ccccc3)c2n1	-15.0%[60.1 µM]	·	·	·	-4.1%	11.3%[12.7 µM]	-8.5%	·	·
CN(C(=O)Nc1ccc(Cl)cc1)n1cnc2ccccc2c1=O	2.5%	-2.9%	15.0%	-4.3%	-0.5%	-3.5%	-2.3%	-19.9%	-0.7%
CC(Oc1ccc2ccc(=O)oc2c1)C(=O)NCCCn1ccnc1 (stereo not given)	-9.1%	-8.3%	1.0%	34.6%[activator]	-3.9%	·	1.8%	-15.8%	-22.0%
CCOC(=O)CSc1nc2cc3c(cc2cc1C#N)OCCO3	-14.0%	0.9%	0.4%	78.1%[activator]	-0.3%	0.6%	-3.8%	-1.7%	-9.8%
CC(C)c1cccc(C(C)C)c1NC(=O)CNCC(O)c1ccccc1 (stereo not given)	12.7%	50.1µM*	-2.1%	15.0%	4.4%	9.6%	-2.4%	-9.3%	56.2µM*
O=S(=O)(c1ccc2c(c1)oc1ccccc12)N1CCOCC1	-11.9%	-2.9%	-17.1%	1.3%	-1.6%	7.3%[59 µM]	-2.5%	-2.7%	-15.1%
COc1ccc(C2c3[nH]c4ccc(OC)cc4c3CCN2C(=O)Nc2ccccc2)cc1 (stereo not given)	-10.5%	?	-21.7%	2.5%	·	?	-9.5%	-14.6%	?
CCOC(=O)Cn1c(-c2cccnc2Cl)nc2ccccc21	-8.4%	1.0%	1.2%	13.5%	0.5%	?	2.1%	-10.3%	-6.7%
Cc1cc(NC(=O)CSc2nc3[nH]c(=O)cc(O)c3s2)ccc1Br	-10.7%	2.0%	·	12.2%	-7.3%	?	·	-15.8%	-12.4%
CSc1ccc(S(=O)(=O)NCC(=O)OCC(=O)N2CCCCC2C)cc1[N+](=O)[O-] (stereo not given)	-4.2%	7.9%	·	-3.3%	-1.2%	-29.2%	·	-15.7%	-11.7%
O=[N+]([O-])c1cccc(/C=N/N2CCN(Cc3ccc(Cl)cc3)CC2)c1	-18.5%	20µM*	-16.2%	-10.7%	-1.0%	·	-13.1%	-6.3%	50.1µM*
O=C(NCc1ccccc1)c1ccc(S(=O)(=O)C(F)F)cc1	-2.2%	-5.0%	0.3%	-3.0%	?	-22.3%[59 µM]	-3.4%	3.9%	-13.9%
O=C(CN(C(=O)CCC(=O)Nc1nccs1)c1ccccc1F)NCCc1ccccc1	-2.8%	1.7%	22.8%	38.1%[activator]	4.9%[12.4 µM]	22.1%[59 µM]	-0.8%	-9.3%	-13.4%
CC(C)c1ccc(NC(=O)Nc2cc3sccc3n2C)cc1	-20.7%	-36.6%	-22.4%	71.2%[activator]	-3.2%	?	-14.3%	-16.7%	?
Cc1ccc(-c2nc3nc(C)cc(N4CCN(c5cccc(C)c5C)CC4)n3n2)cc1	-19.1%	2.9%	3.6%	8.5%	·	-2.9%[59 µM]	-6.1%	-17.5%	-2.4%
Cc1ccc2c(c1)c1c(n2CC(O)CN2CCCCCC2)CCCC1 (stereo not given)	-10.4%	35.5µM*	38.4%	-7.4%	-5.6%	?	-9.5%	4.7%	?
CCN(CC)S(=O)(=O)c1ccc(OCC(=O)NC(=O)Cc2ccccc2)c([N+](=O)[O-])c1	-32.3%	-37.7%	·	23.3%	5.2%	12.7%[12.7 µM]	·	-11.7%	?
NC(=O)CSc1nnc(-c2ccncc2)n1-c1ccc(Cl)cc1	4.4%	1.4%	20.3%	25.2%	-0.3%	22.1%[59 µM]	2.3%	-14.4%	-28.3%
CC(NC(=O)CCNC(=O)c1ccco1)c1ccc(F)cc1 (stereo not given)	5.9%	1.0%	3.1%	4.4%	2.1%	·	0.4%	-10.7%	13.8%
CN(C)S(=O)(=O)c1cc(NC(=O)CSc2nn(-c3ccc(Cl)cc3)c(=S)s2)ccc1Cl	-5.4%	-31.5%	2.5%	2.1%	-8.6%	?	-6.9%	-22.1%	?

Rewritten with bars between the fields: entries from further up
SMILES | Pol kappa inh | BAZ2B block | Pol beta inh | POLI inh | APE1 inh | G9a inh | BLM helicase inh | Pol eta inh | JMJD2A Tudor
CN(C)S(=O)(=O)c1cc(NC(=O)CSc2nn(-c3ccc(Cl)cc3)c(=S)s2)ccc1Cl | -5.4% | -31.5% | 2.5% | 2.1% | -8.6% | ? | -6.9% | -22.1% | ?
CCOC(=O)CSc1nc2cc3c(cc2cc1C#N)OCCO3 | -14.0% | 0.9% | 0.4% | 78.1%[activator] | -0.3% | 0.6% | -3.8% | -1.7% | -9.8%

Screens from PubChem.
